# Screening results from PubChem BioAssay.
# All columns: NCI-60 one-dose screen, growth in % after 48 h at 10 µM unless noted; 100 = growth as untreated, 0 = no growth, -100 = all killed.
# IGROV1: IGROV1 ovarian cancer; actives 4.7% (n = 79,000); AID 1794786
# SK-OV-3: SK-OV-3 ovarian cancer cells. AID 1794785. actives 3.2% (n = 80,000)
# NCI-H23: NCI-H23 lung cancer | actives 4% (n = 80,000) | AID 1794731
# OVCAR-3: OVCAR-3 ovarian cancer; actives 7% (n = 79,000); AID 1794787
# NCI-H522: NCI-H522 lung cancer | actives 8% (n = 78,000) | AID 1794739
# NCI/ADR-RES: NCI/ADR-RES ovarian cells. actives 4.4% (n = 81,000)
# OVCAR-8: OVCAR-8 ovarian cancer | actives 4.4% (n = 81,000) | AID 1794782
# OVCAR-5: OVCAR-5 ovarian cancer; actives 2.9% (n = 82,000)
# OVCAR-4: OVCAR-4 ovarian cancer cells. actives 3.7% (n = 80,000). AID 1794784
# Active calls of the source: *; · = not tested or not shown; & = joins results of further samples. The calls were made as follows: active = growth percent below 10; inactive = the rest.
# The first 2 entries, ahead of the listing:
item	SMILES	IGROV1	SK-OV-3	NCI-H23	OVCAR-3	NCI-H522	NCI/ADR-RES	OVCAR-8	OVCAR-5	OVCAR-4
1	CC(O)CSCC(C)O (centres undefined)	116	111	103	116	97	116	93	108	·
2	O=C(O)C(c1ccccc1)C(O)c1ccc2c(c1)OCO2 (centres undefined)	113	114	101	113	·	107	106	98	115

# The listing, from the start:
item	SMILES	IGROV1	SK-OV-3	NCI-H23	OVCAR-3	NCI-H522	NCI/ADR-RES	OVCAR-8	OVCAR-5	OVCAR-4
1	CC(O)CSCC(C)O (centres undefined)	116	111	103	116	97	116	93	108	·
2	O=C(O)C(c1ccccc1)C(O)c1ccc2c(c1)OCO2 (centres undefined)	113	114	101	113	·	107	106	98	115
3	COc1cc(/C=C/C(=O)/C=C/c2ccc(-n3ccnc3)cc2)ccc1O	-28*	92	61	34	90	99	29	100	·
4	O=C(CCc1nnc(CN2C(=O)C(=O)c3ccccc32)o1)c1nc2ccccc2[nH]1	91	103	97	102	108	106	102	111	105
5	COc1cc(OC)c(S(=O)(=O)NNC(=O)c2ccncc2)cc1C(=O)/C=C/c1ccc(C)cc1	73	101	·	81	85	107	88	110	91
6	CCc1nc(C)cn1C(=O)OCc1nc2nc(Cl)nc(N3CCOCC3)c2[nH]1	-48*	70	29	-81*	-75*	2.8*	-14*	-49*	-34*
7	CC1=CC(=C2C=CC(=O)C=C2)C=C(C)N1C	·	94	119	·	101	125	72	132	113
8	C=CCN(C#N)CC=C	105	106	96	106	96	100	108	101	105
9	O=S(=O)(Nc1ccc(NS(=O)(=O)c2ccccc2)c2ccccc12)c1ccccc1	113&106	106&105	100&92	108&95	93&81	96&91	88&94	99&108	94&99
10	COc1cc2cc(Oc3ccc(NC(=O)c4cc(C(F)(F)F)cc(C(F)(F)F)c4)cc3)c(C)nc2cc1OCCN1CCOCC1	86	88	67	79	58	62	80	96	49
11	CCOC(=O)n1cnc2ncnc(SC)c21	105	102	103	98	84	101	143	96	93
12	CC(C(=O)O)c1ccccc1 (centres undefined)	104	95	100	99	90	103	96	100	109
13	Cc1ccc(C[n+]2cc([O-])on2)cc1C	102	115	97	·	99	103	101	101	113
14	O=C1CC2(CCN1)CCN(Cc1ccccc1)CC2	121	106	109	119	104	114	99	101	99
15	COc1ccc(-c2cc3ncnc(Sc4nnc(-c5ccccc5)o4)c3s2)cc1	91	81	89	108	60	99	84	102	92
16	Cc1ccc(N2CCN(C(C)C(N)=O)CC2)cc1 (centres undefined)	112	114	104	106	91	106	106	99	104
17	O=C1C(Cl)=C(N/N=c2/[nH][nH]/c(=N/NC3=C(Cl)C(=O)c4ccccc4C3=O)c3ccccc23)C(=O)c2ccccc21	60	74	82	66	30	66	78	119	79
18	Cc1c(C(=O)c2ccc3c(c2)OCO3)ccc2c1OCO2	82	93	78	69	75	81	93	100	87
19	O=C(NCc1ccccc1)c1cc2cc(Nc3nc(-c4ccccc4)nc4ccccc34)ccc2oc1=O	89	101	88	91	85	98	75	107	106
20	COc1cc(/C=N/NC(=O)c2ccc(NC(=O)c3ccccn3)cc2)cc(OC)c1OC	80	105	94	105	83	96	94	121	110
21	COC(=O)C1CCN(S(=O)(=O)c2ccc(-c3ccccc3)cc2)CC1	·	98	98	114	100	116	82	106	103
22	O=C1N=CC2(N=N2)C(=O)N1	103	103	105	106	93	105	102	103	104
23	O=C(O)c1ccccc1NCc1ccco1	·	109	91	111	·	95	94	93	99
24	O=C(N/N=C/c1ccc(Cl)cc1Cl)c1ccc2nc(-c3ccc(Cl)cc3)[nH]c2c1	-27*	50	-0.4*	-53*	63	41	14	24	-18*
25	COc1c(/C=N/N=c2sc(C(=O)c3cc4ccccc4o3)nn2-c2ccccc2)c(O)cc2oc(C)cc(=O)c12	91	120	88	99	95	96	106	105	97
26	Clc1ccc(C2CC(c3cccc(Nc4ccncc4)c3)=NN2c2cc(Cl)cc(Cl)c2)cc1 (centres undefined)	45	91	80	77	89	68	-7.8*	84	34
27	CC(=O)OC[C@]1(C)C=C2C(=O)[C@](C)(O)C3(CC3)C(C)=C2[C@H]1OC(C)=O	91	·	75	95	71	75	76	91	·
28	Cc1nc2cc(O)c(O)cc2cc1Oc1ccc(NC(=O)c2ccc(Cl)c(C(F)(F)F)c2)cc1	103	77	87	99	59	90	91	107	85
29	COc1nccc2cc3c(=O)n4c(cc5ccnc(OC)c54)c(=O)n3c12	90	101	100	105	97	101	100	109	102
30	COc1ccc(/C=C2\CN(C)CC3=C2Nc2nc(SC)[nH]c(=O)c2C3c2ccc(OC)cc2)cc1 (centres undefined)	97	109	106	110	101	110	92	99	100
31	O=C1NC(=O)[C@@H](CC(=O)n2c(-c3ccccc3)nc3ccccc32)N1	103	89	98	104	92	102	103	101	102
32	CC(N=C(NC#N)Nc1ccncc1)C(C)(C)C (centres undefined)	99	100	98	109	·	93	98	105	97
33	CC(=O)OCC1OC(OCC2OC(OC(C)=O)C(OC(C)=O)C(OC(C)=O)C2OC(C)=O)C(OC(C)=O)C(OC(C)=O)C1OC(C)=O (centres undefined)	106	90	103	109	104	101	95	101	107
34	CN(C)c1ccc(/C=N/Nc2nc3c([nH]2)c(=O)n(C)c(=O)n3C)cc1	112	122&104	110&106	117&131	94&89	109&101	108&102	93&115	105&109
35	O=C(c1ccccc1)C1(O)Oc2ccccc2C1=O (centres undefined)	116	109	111	111	91	99	100	117	95
36	COCCCNCC(=O)Nc1c(C)cccc1C	140	112	110	122	112	105	107	104	111

# Profiles, looked up by structure. Order of screens: IGROV1	SK-OV-3	NCI-H23	OVCAR-3	NCI-H522	NCI/ADR-RES	OVCAR-8	OVCAR-5	OVCAR-4
# CC(N=C(NC#N)Nc1ccncc1)C(C)(C)C (centres undefined) is listed with 99	100	98	109	·	93	98	105	97
# COc1cc(/C=C/C(=O)/C=C/c2ccc(-n3ccnc3)cc2)ccc1O is listed with -28*	92	61	34	90	99	29	100	·
# O=C(c1ccccc1)C1(O)Oc2ccccc2C1=O (centres undefined) is listed with 116	109	111	111	91	99	100	117	95
# COCCCNCC(=O)Nc1c(C)cccc1C is listed with 140	112	110	122	112	105	107	104	111
# CN(C)c1ccc(/C=N/Nc2nc3c([nH]2)c(=O)n(C)c(=O)n3C)cc1 is listed with 112	122&104	110&106	117&131	94&89	109&101	108&102	93&115	105&109

# Back to the main list, repeating the 2 entries before the break.
item	SMILES	IGROV1	SK-OV-3	NCI-H23	OVCAR-3	NCI-H522	NCI/ADR-RES	OVCAR-8	OVCAR-5	OVCAR-4
35	O=C(c1ccccc1)C1(O)Oc2ccccc2C1=O (centres undefined)	116	109	111	111	91	99	100	117	95
36	COCCCNCC(=O)Nc1c(C)cccc1C	140	112	110	122	112	105	107	104	111
37	Cc1cc2ccccc2c(O)c1C#N	114	89	91	108	·	96	100	103	114
38	O=C(CCN1CCCCC1)c1ccc([N+](=O)[O-])o1	110	116	101	110	98	100	97	114	119
39	NS(=O)(=O)c1ccc(CCn2c(SCC(=O)N/N=C/c3ccccc3[N+](=O)[O-])nc3ccccc3c2=O)cc1	87	102	84	83	42	93	49	115	80
40	O=C(NC1=Nc2ccccc2C(=O)NN1)c1cccnc1	103	106	101	109	104	109	96	91	92
41	COc1ccc(-c2cc(C(=O)Nc3nc4cc(C)c(C)cc4s3)nc3cc(-c4ccccc4)nn23)cc1OC	122	105	96	138	89	102	110	111	106
42	Cn1c(S)c(N=Nc2cccc3ccccc23)sc1=O	51	90	81	93	90	95	98	108	83
43	O=C(O)C1(c2ccccc2)CC1	114	110	105	114	98	107	91	102	97
44	COc1ccc(CN2CCCN(Cc3ccc(OC)cc3)C2c2ccccc2)cc1	102	101	91	94	85	96	96	89	·
45	Cc1ccc(/C=C/CC(=O)Nc2ccc(C(=O)Nc3ccc(F)cc3N)nc2)cn1	44	·	46	59	2.4*	54	29	38	44
46	Cc1ccc(NC2CC(=O)N(c3c(C)cc(C)cc3C)C2=O)c(C)c1 (centres undefined)	94	121	108	115	99	106	107	104	99
47	Cc1c(C(=O)C2C(=O)N(C)N=C2C(F)(F)F)nnn1-c1ccccc1 (centres undefined)	110	86	96	103	82	102	93	102	98
48	CC1(C)C(=Nc2ccccc2)C(C)(C)C1=Nc1ccccc1	92	92	100	98	95	114	100	108	110

# Shown with one line to a screen: part of the list above.
27) CC(=O)OC[C@]1(C)C=C2C(=O)[C@](C)(O)C3(CC3)C(C)=C2[C@H]1OC(C)=O
28) Cc1nc2cc(O)c(O)cc2cc1Oc1ccc(NC(=O)c2ccc(Cl)c(C(F)(F)F)c2)cc1

entry no.	27	28
IGROV1	91	103
SK-OV-3	·	77
NCI-H23	75	87
OVCAR-3	95	99
NCI-H522	71	59
NCI/ADR-RES	75	90
OVCAR-8	76	91
OVCAR-5	91	107
OVCAR-4	·	85

# (listing goes on)
item	SMILES	IGROV1	SK-OV-3	NCI-H23	OVCAR-3	NCI-H522	NCI/ADR-RES	OVCAR-8	OVCAR-5	OVCAR-4
49	CCc1cccc(CC)c1N1C(=O)CSCC1=O	104	98	103	106	108	106	113	104	109
50	COc1ccc(NCC(=O)N2CCN(c3ncnc4c3cnn4-c3ccccc3)CC2)cc1	67	77	56	91	70	74	78	101	51
51	CCC/C=C(/C=N\NC(N)=S)CC	83	106	94	92	45	101	101	95	49
52	CCOC(=O)c1c(CN2CCCC2)nc2ccc(Cl)cc2c1-c1ccccc1	62	101	85	97	80	82	95	87	91
53	CCCCCN(CCCCC)C(C)C(=O)c1cc(C)c2ccc3cc(C(C)C)ccc3c2c1 (centres undefined)	103	110	89	95	99	101	94	100	92
54	CCOc1ccc(C(C)Oc2ccc(C(=O)NS(=O)(=O)C(C)(C)C)cc2C(F)(F)F)nc1 (centres undefined)	103	128	103	116	90	103	103	110	104
55	COc1ccc(Cn2c(-c3nonc3NC(C)=O)nc3ccccc32)cc1	119	84	90	102	74	73	76	80	83
56	Clc1ccc2c(OCCCn3ccnc3)c3oc4ccccc4c3nc2c1	52	104	·	124	61	53	57	74	82
57	COc1cc(/C=C/C(C)=O)ccc1O	119&101	112&94	94&97	106&100	·	100&107	105&104	102&92	103&108
58	COc1ccc(-c2c(-c3ccc4c(c3)OCO4)[nH]c3[nH]c(=O)[nH]c(=O)c23)cc1	117	122	103	105	93	106	106	118	96
59	O=c1oc2ccc(-c3ccc(F)cc3F)cc2c(=O)n1-c1ccc(F)c(Cl)c1	13	-9.7*	-50*	3.8*	-18*	-15*	3.9*	-5.9*	11
60	CC(Nc1ncnc2ccc(-c3ccc4oc(N)nc4c3)cc12)c1ccccc1 (centres undefined)	-77*	-22*	16	-20*	18	-19*	-41*	25	-86*
61	O=C(N/N=C/c1cc2ccccc2n2nnnc12)Nc1cccc(Cl)c1	110	114	98	113	106	107	107	103	109
62	COc1cc(-c2nc(N3CCOCC3)c3c4c(sc3n2)CCCC4)cc(OC)c1OC	99	101	93	110	80	82	97	95	89
63	O=C1ON=[N+](c2ccc(Cc3ccc([N+]4=NOC(=O)C4CN4CCOCC4)cc3)cc2)C1CN1CCOCC1 (centres undefined)	62	88	62	89	37	63	81	·	54
64	CNc1ccc(N=O)cc1	109	·	·	75	27	93	92	115	98
65	CC(C)(C)n1nnnc1C(NC12CC3CC(CC(C3)C1)C2)c1ccccc1 (centres undefined)	99	130	101	113	86	98	103	99	103
66	COc1ccc(-c2csc(NC(=O)CSc3nc(-c4ccccc4)c(C)n3Nc3ccccc3)n2)cc1	74	92	60	91	65	61	76	94	73
67	Cc1c2c(cn1C)CCc1cnc(=O)[nH]c1-2	·	106	75	119	105	107	112	100	124
68	COC1(c2ccccc2)c2ccccc2C(=O)c2ccccc21	121	109	109	107	·	109	102	90	110
